PGC1a acetyl inh: inhibitors of PGC1a acetylation signal, primary screen, cell-based, U2OS, AlphaScreen, inhibitor mode. AlphaScreen anti-acetyl-lysine; with virally co-expressed GCN5 acetyltransferase. inhibition, % at 15.6 µM. 350,000 tested, 0.17% active;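 active means every replicate shows inhibition of at least 40%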;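 further: 0% = neutral control wells and 100% = positive control wells; some results beyond the cut were filed as inactive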
EWS-Fli inh: EWS/Fli-driven NR0B1 reporter inhibitors, primary screen, A673 cells, NR0B1 luciferase, luminescence, MLPCN library. 350,000 tested, 0.67% active. viability-normalised. inhibition, % at 12.6 µM;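 active means mean inhibition of at least 50% after viability correction, with every replicate also passing that limit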;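 further: firefly luciferase signal divided by Alamar Blue viability fluorescence both relative to DMSO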
LGR2 inh: inhibitors of bursicon-induced LGR2 CRE-luciferase signal, primary screen, cell-based, HEK293, CRE-luciferase reporter, bursicon stimulation; Drosophila bursicon receptor LGR2 (rickets); 380,000 tested, 0.35% active; bursicon-stimulated, 4 h; AID 720647, 2013; inhibition, % at 9.99 µM;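 active means drop in luminescence signal, shown as inhibition above about 50% in the replicate tests, limit read from the data, passing the limit was not always enough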;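 further: agonist challenge used bursicon conditioned medium at about half maximal strength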
FN deposition inh: inhibitors of fibronectin matrix deposition, primary screen, AH1F cells, Alexa488-fibronectin fluorescence, plate reader | AH1F fibroblasts, overnight | inhibition, % at 12.6 µM | 350,000 tested, 0.086% active | AID 743247, 2014;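 active means mean inhibition across replicates of 30% or more, regardless of how many single replicates reach that level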;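 further: positive control wells lacked labelled fibronectin entirely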
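Assay system: AH1F fibroblasts assembling fluorescent fibronectin matrix; Amount: 10000 AH1F cells per well; Buffer or medium: DMEM, 2% serum; Probe or stimulus: Alexa488-fibronectin, 24 nM final in well; Doses: single compound dose, delivered by pin transfer; Incubation: 1 h adhesion, overnight exposure; Measured by: fluorescence 485/525 nm; Read-out: fibronectin deposition inhibition.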
PAX8 inh HTS: inhibitors of PAX8-driven TPO luciferase reporter, primary screen, RMG-I cells, single concentration | AID 652154, 2013 | inhibition, % at 12.6 µM | SteadyGlo, 24 h | 360,000 tested, 1.2% active;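 active means mean replicate inhibition at least 60% with every replicate also reaching 60%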;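 further: luciferase light reporting Pax8 driven TPO promoter activity; plate controls were median of neutral control wells for no effect and mitoxantrone controls for full effect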
CASP6 VEID inh: human caspase-6 inhibitors, primary screen, biochemical, VEID-R110 fluorescence, single point, set 2. purified caspase-6, Z-VEID-R110 cleavage fluorescence. inhibition, % at 12.5 µM. P55212. 350,000 tested, 0.53% active;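 active means mean inhibition across replicates at least about 35%, with every replicate also reaching that limit, limit read from the data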;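 further: 0% = median of neutral control wells and 100% = no fluorescence left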
Target sequence (P55212 24-179 limits assumed): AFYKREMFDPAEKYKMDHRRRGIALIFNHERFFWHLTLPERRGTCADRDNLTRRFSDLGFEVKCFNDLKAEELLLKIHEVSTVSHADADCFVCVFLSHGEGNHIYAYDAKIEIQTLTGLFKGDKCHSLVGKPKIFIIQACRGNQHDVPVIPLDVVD
Target sequence (P55212 194-293 limits assumed): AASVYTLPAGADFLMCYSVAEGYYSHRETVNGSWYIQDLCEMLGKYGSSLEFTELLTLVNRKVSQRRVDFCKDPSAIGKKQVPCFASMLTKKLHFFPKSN
Cneo AK release: Cryptococcus neoformans cell lysis inducers, primary screen, AK release luminescence, single concentration; 360,000 tested, 0.2% active; C. neoformans lysis, adenylate kinase release luminescence, 4 h; normalised: neutral wells 0, clomiphene wells 100; lysis activity, % at 15 µM;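 active means mean lysis activity across replicates of at least 80%, whatever share of replicates individually reach that level; inactive means mean lysis activity below 80%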
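Assay system: log-phase C. neoformans yeast / Quantity: yeast cell density of 5 × 10^6 cells/mL / Medium: fresh YPD growth medium / Compound: single dose / Timing: static 4 h at 37 °C with compound, 1 h detection / Measured by: adenylate kinase release luminescence / Read-out: lysis from increased AK signal / Benchmarks: Clomiphene as positive lysis control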
miR122 inh: miR-122 Renilla sensor signal increase in Huh7, primary screen, miR-122 inhibitor project, cell-based, single point, plate reader | 340,000 tested, 0.3% active | Huh7 miR-122 Renilla luciferase sensor, 48 h; neutral wells = 0, positive control = 100 | activation (reporter increase), % at 12.5 µM | AID 602342, 2012;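 active means mean replicate activation score at least 90 and every replicate individually at or above 90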;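 further: higher luciferase means less miR-122 activity so hits act as miR-122 inhibitors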
* = called active by the depositor; x = not tested or not shown; [ ] = dose if it differs, or a comment.

1	CCOc1ccccc1N(C(=O)CNC(=O)c1ccco1)C(C(=O)NC1CCCC1)c1cccnc1 (configuration not stated)
2	O=S(=O)(NCc1ccc(F)cc1)c1ccc(Br)cc1Br
3	COc1ccc(CN(CC(=O)NCc2ccc3c(c2)OCO3)C(=O)c2csnn2)cc1
4	CC(C)(CSc1ccccn1)NS(=O)(=O)c1ccc(Cl)cc1
5	Cc1ccc(CNC(=O)C2CC=CCC2C(=O)O)cc1 (configuration not stated)
6	CCc1cc2c(=O)[nH]cnc2s1
7	Cc1cccc([C@@H]2[C@@H]3C(=O)N(Cc4ccccc4)C(=O)[C@@H]3[C@]3(Cc4ccc(Cl)cc4)C(=O)N(c4ccccc4)C(=O)N23)c1
8	c1ccc(-n2nnnc2NC2CCCCC2)cc1
screen / no.	1	2	3	4	5	6	7	8
PGC1a acetyl inh	1	-36	x	-1	7	-6	5	8
EWS-Fli inh	x	-10	5	x	1	x	-12	-1
LGR2 inh	x	-10	2	-10	17	19	16	-9
FN deposition inh	-1	1	0	-4	4	x	4	x
PAX8 inh HTS	-2	-35	-9	1	-7	x	1	x
CASP6 VEID inh	x	0	0	x	-1	x	-2	-3
Cneo AK release	0	0	-1	3	0	-6	3	-1
miR122 inh	3	88	x	2	14	1	-9	69

9	CC(=O)Nc1ccc(N2CCCC(C)C2)c([N+](=O)[O-])c1 (configuration not stated)
10	COc1ccc(N2CCN(C(=O)c3ccc(S(=O)(=O)NCc4ccco4)cc3)CC2)cc1
11	COc1ccc(CNC(=O)c2ccc(-c3c(C)noc3C)c3ccoc23)cc1OC
12	COc1cc([N+](=O)[O-])ccc1NC(=O)C[n+]1ccccc1
13	Cc1cc(C(=O)NC(CC(C)C)C(=O)O)cc(C)c1[N+](=O)[O-] (configuration not stated)
14	O=C(NN1C(=O)C2C(c3ccccc3)C=CC(c3ccccc3)C2C1=O)c1cccc(Br)c1 (configuration not stated)
15	O=c1c(O)c(-c2ccc(O)c(O)c2)oc2cc(O)cc(O)c12
16	O=C(CN1CCSC1=O)N1CCN(S(=O)(=O)c2ccccc2)CC1
screen / no.	9	10	11	12	13	14	15	16
PGC1a acetyl inh	-8	-14	-27	x	x	x	15	-5
EWS-Fli inh	-9	3	33	x	8	11	23	-3
LGR2 inh	-36	-2	3	8	-9	-10	x	12
FN deposition inh	-3	-2	9	-2	-2	-10	8	-19
PAX8 inh HTS	-3	3	-17	-7	1	21	-47	-6
CASP6 VEID inh	2	2	7	x	2	-2	x	1
Cneo AK release	x	1	-2	0	-1	x	-1	-1
miR122 inh	10	x	6	x	-6	x	-3	-3

17	CCOC(=O)[C@@H]1[C@H]2COc3cc(OC)ccc3[C@@H]2N2C(=O)N(c3ccc(Cl)cc3)C(=O)[C@]12C
18	OCc1nnc2c3ccccc3c(-c3ccccc3)nn12
19	C/C=C/c1ccc([C@@H]2[C@@H](CO)N[C@@H]2CN(CC)C(=O)CN2CCOCC2)cc1
20	Cc1ccccc1N(CC(=O)NCC1CCCO1)C(=O)CNS(=O)(=O)c1ccc(F)cc1 (configuration not stated)
21	CCOc1ccc2[nH]c(=S)sc2c1
22	CCN(C(=O)CSc1ncccc1C(=O)Oc1cccc([N+](=O)[O-])c1)c1cccc(C)c1
23	C/C(=N\NC(=O)C1CCCC1)c1ccc(Cl)cc1Cl
24	COc1ccccc1CNc1nc(Nc2cccc(-c3cnco3)c2)c2sccc2n1
screen / no.	17	18	19	20	21	22	23	24
PGC1a acetyl inh	-8	-2	9	x	4	4	x	x
EWS-Fli inh	-10	x	-53	7	-71	14	-2	3
LGR2 inh	13	3	-19	21	-2	x	3	5
FN deposition inh	-5	x	2	2	-7	3	4	-1
PAX8 inh HTS	2	x	3	-5	-108	-2	x	74*
CASP6 VEID inh	4	1	-7	2	2	-11	-10	-2
Cneo AK release	-1	0	-4	2	10	-3	0	-3
miR122 inh	-6	-7	-125[16.7 µM]	x	-4	5	0	-11

25	NC(=O)c1nc(C2CCCCC2)nc2c1[nH]c(=O)n2-c1ccc(F)cc1
26	Cc1ccc(S(=O)(=O)Nc2ccc(S(=O)(=O)Nc3nccs3)cc2)cc1C
27	C[C@H]1CN([C@@H](C)CO)C(=O)c2cc(NS(=O)(=O)c3ccccc3)ccc2O[C@H]1CN(C)Cc1ccc(Cl)c(Cl)c1
28	COCC1CCCN(Cc2cn[nH]c2-c2cc3ccccc3o2)C1 (configuration not stated)
29	CC(C)(C)NC(=O)CSc1nnc(C2CC2)n1Cc1ccccc1
30	CN1OC[C@@H]2CN[C@H](c3ccc(-c4ccc(C#N)cc4)cc3)C[C@@H]21
31	COc1cccc(-n2nnnc2SCC(=O)NCCc2ccc(OC)c(OC)c2)c1
32	COc1cc(-n2c(-c3ccccc3)n[nH]c2=S)c(OC)cc1Cl
screen / no.	25	26	27	28	29	30	31	32
PGC1a acetyl inh	-3	0	-3	4	7	2	-8	9
EWS-Fli inh	3	-7	6	6	x	-77	4	12
LGR2 inh	22	12	28	6	6	-29	-21	18
FN deposition inh	-2	6	1	-2	x	3	3	x
PAX8 inh HTS	6	-31	28	-35	x	-180	15	6
CASP6 VEID inh	-3	4	-1	-4	2	1	0	-1
Cneo AK release	-1	-1	-2	0	0	0	x	x
miR122 inh	-7	-3	-6[16.7 µM]	-3	-6	0	x	x

33	S=C(Nc1ccccc1)N1CCn2c(nc3ccccc32)C1
34	COc1ccc(C2=CC(=O)CC(C)(C)C2)cc1
35	COCCNC(=O)C1(C)CCCN(Cc2cc(C(F)(F)F)ccc2Cl)C1 (configuration not stated)
36	C/C=C/c1ccc([C@H]2[C@@H](CO)N(CCC(F)(F)F)C23CN(C(=O)CC2CC2)C3)cc1
37	CNC[C@@H]1Oc2ccc(NC(=O)Nc3ccc(F)cc3)cc2CC(=O)N([C@@H](C)CO)C[C@@H]1C
38	C[C@@H]1CN([C@@H](C)CO)C(=O)Cc2cc(NC(=O)C3CC3)ccc2O[C@@H]1CN(C)Cc1ccc(C(=O)O)cc1
39	CC(C)C#Cc1ccc2c(c1)O[C@H](CN(C)C(=O)C1CCC1)[C@H](C)CN([C@H](C)CO)S2(=O)=O
40	O=C(CCCn1c(=S)[nH]c2ccccc2c1=O)NC1CCCC1
screen / no.	33	34	35	36	37	38	39	40
PGC1a acetyl inh	-9	x	-3	6	-2	-2	-15	x
EWS-Fli inh	-6	-23	5	-7	-10	8	7	x
LGR2 inh	-3	-8	2	20	1	-5	11	x
FN deposition inh	3	-1	x	-3	-7	4	-2	-4
PAX8 inh HTS	-1	-43	1	15	0	x	x	-2
CASP6 VEID inh	1	-2	0	-1	0	0	x	x
Cneo AK release	1	1	-2	x	0	9	x	0
miR122 inh	-4	x	9	x	-5[16.7 µM]	12[16.7 µM]	0[16.7 µM]	6

41	CC(=O)c1cccc(NC(=O)N2CCCC2C(=O)NCc2ccccc2)c1 (configuration not stated)
42	Cc1noc(C)c1S(=O)(=O)Nc1cccc2c1O[C@H](CN(C)S(=O)(=O)c1ccc(Cl)cc1)[C@H](C)CN([C@H](C)CO)C2=O
43	CCOc1ccc2nc(Nc3nc(CSc4nnnn4-c4ccccc4)cc(=O)[nH]3)nc(C)c2c1
44	CC(C)(C)c1ccc(C(=O)c2c[nH]c(C(=O)O)c2)cc1
45	Cc1[nH]c2ccccc2c1SCCN
46	CCOCCCNC(=O)C(NC(=O)Cc1c[nH]c2ccccc12)c1ccc(OC)cc1 (configuration not stated)
47	Cc1ccc(S(=O)(=O)Nc2ccc3c(c2)C(=O)N([C@H](C)CO)C[C@@H](C)[C@H](CN(C)CC2CCCCC2)O3)cc1
48	CC(C)C(NC(=O)C1CCC(C(C)(C)C)CC1)C(=O)NCc1cccnc1 (configuration not stated)
screen / no.	41	42	43	44	45	46	47	48
PGC1a acetyl inh	6	-6	14	4	x	-4	x	-9
EWS-Fli inh	x	-4	x	-107	5	14	-10	x
LGR2 inh	x	-17	x	-69	-1	3	16	x
FN deposition inh	-15	0	-17	-1	-7	x	x	-8
PAX8 inh HTS	x	x	23	-71	12	23	9	-18
CASP6 VEID inh	x	-1	x	10	0	0	1	x
Cneo AK release	0	1	1	x	0	x	4	x
miR122 inh	4	7[16.7 µM]	-14	x	x	x	-5[16.7 µM]	1

Arranged by number of heavy atoms (largest number first): part of the list above.
42	Cc1noc(C)c1S(=O)(=O)Nc1cccc2c1O[C@H](CN(C)S(=O)(=O)c1ccc(Cl)cc1)[C@H](C)CN([C@H](C)CO)C2=O
43	CCOc1ccc2nc(Nc3nc(CSc4nnnn4-c4ccccc4)cc(=O)[nH]3)nc(C)c2c1
41	CC(=O)c1cccc(NC(=O)N2CCCC2C(=O)NCc2ccccc2)c1 (configuration not stated)
45	Cc1[nH]c2ccccc2c1SCCN
screen / no.	42	43	41	45
PGC1a acetyl inh	-6	14	6	x
EWS-Fli inh	-4	x	x	5
LGR2 inh	-17	x	x	-1
FN deposition inh	0	-17	-15	-7
PAX8 inh HTS	x	23	x	12
CASP6 VEID inh	-1	x	x	0
Cneo AK release	1	1	0	0
miR122 inh	7[16.7 µM]	-14	4	x

Returning to the listing, starting three compounds before the break.
46	CCOCCCNC(=O)C(NC(=O)Cc1c[nH]c2ccccc12)c1ccc(OC)cc1 (configuration not stated)
47	Cc1ccc(S(=O)(=O)Nc2ccc3c(c2)C(=O)N([C@H](C)CO)C[C@@H](C)[C@H](CN(C)CC2CCCCC2)O3)cc1
48	CC(C)C(NC(=O)C1CCC(C(C)(C)C)CC1)C(=O)NCc1cccnc1 (configuration not stated)
49	O=C(OCC(=O)N1CCN(C(=O)c2ccco2)CC1)c1ccccc1O
50	O=c1cc(O)c(-c2ccccc2Cl)c(Cl)[nH]1
51	O=C(CC[C@H]1O[C@@H](n2ccc(=O)[nH]c2=O)[C@H](O)[C@@H]1O)NCCCc1ccccc1
52	Cc1cc(C)nc(SCC(CSc2nc(C)cc(C)n2)C(=O)O)n1
53	Cn1c(SC/C=C/c2ccccc2)nnc1-c1cccs1
54	O=C(c1ccccc1F)N1CC(=O)N2[C@H](CO)[C@H](c3ccc(C#Cc4ccc(F)cc4)cc3)[C@H]2C1
55	CCOC(=O)C(=O)N/N=C/c1cccc(Br)c1
56	COc1ccc(N(C)S(=O)(=O)c2cccc(C(=O)N3CCN(c4cccc(C)c4C)CC3)c2)cc1
57	O=C(C[C@H]1C[C@H]2c3cc(NC(=O)Nc4ccc(C(F)(F)F)cc4)ccc3O[C@H]2[C@@H](CO)O1)NC1CCCCC1
screen / no.	46	47	48	49	50	51	52	53	54	55	56	57
PGC1a acetyl inh	-4	x	-9	2	-11	1	-5	-4	-8	-2	-3	-1
EWS-Fli inh	14	-10	x	x	x	-1	6	x	-3	0	14	-1
LGR2 inh	3	16	x	x	x	5	-11	x	-6	-3	1	-4
FN deposition inh	x	x	-8	-1	6	11	-1	x	x	1	1	x
PAX8 inh HTS	23	9	-18	-22	2	-10	3	-7	23	0	17	10
CASP6 VEID inh	0	1	x	x	x	3	1	x	-1	3	0	-1
Cneo AK release	x	4	x	1	1	1	x	3	x	-1	1	2
miR122 inh	x	-5[16.7 µM]	1	-5	6	-3	-6	9	x	x	7	-3[16.7 µM]
